FLuc counter: inhibits or activates purified firefly luciferase, miR-21 counter-screen | P08659 | Potency, µM (series often up to 57.5 µM), for the others: at the top dose activity change, negative = inhibition, usual class: inhibitors | AID 588342 | hit rate 6.9% among 360,000 | purified FLuc, Km substrates, luminescence inhibition;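 also: potency is read from the fitted curve at half-maximal effect; plate controls were vehicle for no effect and reference inhibitor for full effect; nearly all actives have a fitted effect of over 55% in size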
Target sequence (P08659 whole entry, looked up): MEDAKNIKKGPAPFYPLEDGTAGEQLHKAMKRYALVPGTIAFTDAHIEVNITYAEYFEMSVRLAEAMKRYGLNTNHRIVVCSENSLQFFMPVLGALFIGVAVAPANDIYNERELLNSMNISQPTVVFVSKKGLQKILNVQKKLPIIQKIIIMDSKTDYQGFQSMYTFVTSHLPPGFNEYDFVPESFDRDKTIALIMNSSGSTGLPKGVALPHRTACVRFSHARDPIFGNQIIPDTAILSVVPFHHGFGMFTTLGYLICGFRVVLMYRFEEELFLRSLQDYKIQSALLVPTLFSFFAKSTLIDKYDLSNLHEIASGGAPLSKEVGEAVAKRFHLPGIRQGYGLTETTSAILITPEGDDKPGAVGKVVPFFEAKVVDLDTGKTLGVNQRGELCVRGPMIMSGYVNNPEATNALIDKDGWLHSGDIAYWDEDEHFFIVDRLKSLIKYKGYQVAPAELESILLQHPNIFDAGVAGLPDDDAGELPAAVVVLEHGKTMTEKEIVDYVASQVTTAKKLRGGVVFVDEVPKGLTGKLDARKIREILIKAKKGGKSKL
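Purified P. pyralis luciferase (10nM final) with 10uM D-luciferin and 10uM ATP (Km levels) in 50mM Tris acetate pH 7.5, 10mM Mg acetate, 0.01% Tween-20, 0.05% BSA; qHTS 6-point titration, ~60 µM downward; luminescence read.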
NPC1 prom act: NPC1 promoter activation | Huh7 NPC1 promoter luciferase reporter, 24 h | Potency, µM (top dose mostly 9.22 µM), for the others: at the highest dose activation, most hits filed as activators | hit rate 2.4% among 320,000 | AID 485313;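 also: potency is read from the fitted curve at half-maximal effect; % of control where 0% means no effect; nearly all actives have a fitted effect of over 60% in size; reporter is driven by a mutant NPC1 promoter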
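NPC1 promoter–luciferase Huh7 cells; 24 h compound; luminescence.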
uPA generation: cell surface uPA generation inhibition; cell surface uPA generation assay, qHTS; AID 540303; Potency, µM (top dose mostly 38.3 µM), without a hit: top-dose activity change, negative = inhibition, usual class: inhibitors; hit rate 0.31% among 330,000; active = well fitted inhibition curve with a large enough effect; inconclusive = small, poorly fitted or top-dose-only effect; inactive = no such curve, though single readings can be large or run the other way; tested in mouse RAW 264.7 cells; also: potency is read from the fitted curve at half-maximal effect; % is scaled to controls: 0 for no effect and ±100 for the full control effect; nearly all actives have a fitted effect of over 55% in size
FBPA coupling cs: inhibits coupling enzyme system, counter-screen for aldolase hits; coupling enzyme system counterscreen, AmpLite Red fluorescence; activity change, negative = inhibition, % at 58.2 µM, hits read low; hit rate 0.67% among 290,000; in the data active = activity change below about -30%; also: % is scaled to controls: 0 for no effect and ±100 for the full control effect
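Final compound at 57.5 uM, incubated 10 min at RT with coupling enzyme reagent (glyceraldehyde-3-phosphate), then 20 min with substrate and AmpLite Red detection. Fluorescence read at 525/598 nm; tests interference with the coupling assay, not aldolase inhibition.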
Rab9 promoter act: activators of Rab9 promoter | Potency, µM (top dose mostly 9.22 µM), for inactives: at the highest dose activation, negative = inhibition, usual class: activators | hit rate 2.8% among 320,000 | Huh7 Rab9 promoter-luciferase reporter, luminescence, 24 h; also: potency is read from the fitted curve at half-maximal effect; % of control where 0% means no effect; nearly all actives have a fitted effect of over 60% in size
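Luciferase signal after 10 min detection reagent at ambient indicates Rab9 promoter upregulation; stably transfected Huh7 cells were treated 24 h with compound in DMSO at 37 °C, 5% CO2.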
Tb PFK block: inhibitors of T. brucei phosphofructokinase; O15648; T. brucei PFK, ADP-Glo luminescence; Potency, µM (series often up to 57.5 µM), for the others: top-dose activity, negative = inhibition, usual class: inhibitors; hit rate 0.17% among 330,000; AID 485367;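 also: potency is read from the fitted curve at half-maximal effect; 0% = uninhibited 1x PFK enzyme wells and -100% = no-enzyme wells; nearly all actives have a fitted effect of over 60% in size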
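PFK 1.25 nM, F6P 0.5 mM, ATP 0.1 mM, 0.1 M TEA pH 8.0, 5 mM MgCl2, 0.01% Tween20, 0.1% BSA; 45 min RT. ADP-Glo readout. qHTS titration up to 57 uM; curves fitted, compounds curve-classed.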
VP16 counter: inhibits Gal4-VP16 luciferase reporter, ROR gamma counter-screen. Drosophila S2 Gal4-VP16 UAS-luciferase, luminescence, 20 h. Potency, µM (highest dose often 53.6 µM), for the others: at the highest dose activity, negative = inhibition, hits mostly inhibitors. hit rate 3.5% among 310,000;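 also: Gal4-VP16 expression switched on by copper sulfate through the metallothionein promoter; potency is read from the fitted curve at half-maximal effect; % is scaled to controls: 0 for no effect and ±100 for the full control effect; nearly all actives have a fitted effect of over 50% in size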
RORg inh: ROR gamma (mouse) transcription inhibition. P51450. hit rate 5.4% among 310,000. Potency, µM (series often up to 53.6 µM), without a hit: at the highest dose activity change, negative = inhibition, actives largely listed as inhibitors. AID 2551. Drosophila S2 Gal4-RORgamma UAS-luciferase reporter, 20 h; also: potency is read from the fitted curve at half-maximal effect; % is scaled to controls: 0 for no effect and ±100 for the full control effect; nearly all actives have a fitted effect of over 60% in size
Target sequence (P51450 whole entry, looked up, the tested form may be a part): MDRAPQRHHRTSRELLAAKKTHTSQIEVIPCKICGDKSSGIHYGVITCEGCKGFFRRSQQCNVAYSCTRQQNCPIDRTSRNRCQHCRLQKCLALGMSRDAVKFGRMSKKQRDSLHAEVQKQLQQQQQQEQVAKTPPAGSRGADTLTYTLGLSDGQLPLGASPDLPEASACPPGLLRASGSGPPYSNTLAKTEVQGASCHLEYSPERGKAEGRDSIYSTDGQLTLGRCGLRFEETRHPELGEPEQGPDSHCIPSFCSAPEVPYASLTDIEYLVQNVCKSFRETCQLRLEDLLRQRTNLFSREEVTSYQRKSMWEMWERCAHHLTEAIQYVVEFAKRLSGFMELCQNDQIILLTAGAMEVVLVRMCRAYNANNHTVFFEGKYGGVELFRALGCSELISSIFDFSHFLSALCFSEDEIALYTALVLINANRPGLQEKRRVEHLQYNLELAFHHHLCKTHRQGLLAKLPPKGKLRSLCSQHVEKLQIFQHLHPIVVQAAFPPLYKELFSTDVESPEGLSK
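Luciferase reporter read in Schneider cells carrying Gal4-RORγ (mouse) and UAS-Photinus luciferase; cells given compound 1 h before 700 uM copper sulfate induction, then incubated 20 h at ambient temperature.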
Giardia killer: kills Giardia lamblia | activity change, % at 7.66 µM, hits read low | hit rate 0.15% among 340,000 | Giardia lamblia trophozoite viability; in the data active = activity change below about -80%; inconclusive = between about -30% and that limit;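 also: parasites exposed to compound for two days anaerobically before the ATP read; % is scaled to controls: 0 for no effect and ±100 for the full control effect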
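Luminescent ATP signal served as the viability read-out, measured 15-30 min after adding ATP detection reagent to trophozoites that had been incubated with compounds for 48 hrs at 37 deg C anaerobically at 100 cells/well.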
KCNH2 3.1 block: blocks the human KCNH2 3.1 channel isoform; activity change, % (tested at about 1.8 µM); hit rate 0.95% among 340,000; U2OS KCNH2 3.1, thallium flux FluxOr; hits give low values;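 active = maximum activity change below -70%; inconclusive = maximum activity change from -70% to -50%; inactive = maximum activity change above -50%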;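 also: thallium influx rate constant from kinetic fluorescence after stimulation buffer; % is scaled to controls: 0 for no effect and ±100 for the full control effect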
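Channel expression came from 3.1 mutant virus (1.77 x 10^8 /mL) applied to suspended U2OS cells for 4 h. Flux was tracked with FluxOr dye plus Red40 quencher, and kinetic rate constants normalized to controls.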
ELG1 genotoxic: genotoxicity induction in ELG1-luciferase HEK293T cells; AID 504466; Potency, µM (highest dose often 46 µM), without a hit: at the highest dose activity change, positive = activation, most hits filed as activators; hit rate 1.3% among 330,000; HEK293T ELG1-luciferase reporter, luminescence, 16 h; also: potency is read from the fitted curve at half-maximal effect; % of control where 0% means no effect; nearly all actives have a fitted effect of over 60% in size
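Reporter readout depends on ELG1 protein level, which increases with genetic stress. After 16 hr compound exposure at 37 °C, luciferase activity was quantified using ONE-Glo.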
* = called active by the depositor; u = inconclusive; x = not tested or not shown; [ ] = remark or other dose. Unless noted, calls follow the shape of the dose curve; as a rule, active = well fitted curve in the direction sought with a large enough effect; inconclusive = small, poorly fitted or top-dose-only effect, or another doubt; inactive = no such curve, though single readings can be large; an effect the other way counts as inactive or inconclusive.

item | SMILES | FLuc counter | NPC1 prom act | uPA generation | FBPA coupling cs | Rab9 promoter act | Tb PFK block
1 | CC1(C)CC1C(=O)Nc1ccc([N+](=O)[O-])cc1Br (stereo unspecified) | -4% | 0% | 2% | 3 | -3% | -1%
2 | Nc1c(C(=O)c2ccco2)oc2ccccc12 | u | 15% | x | 1 | 24% | -2%
3 | NS(=O)(=O)c1ccc(NC(=S)NNC(=O)c2ccc(Br)o2)cc1 | u | -1% | 12% | x | -2% | 0%
4 | Cc1cnc(C(=O)OCC(=O)Nc2cccc(S(=O)(=O)N3CCCCC3)c2)cn1 | 1% | -4% | 2% | 1 | 0% | 0%
5 | O=C(O)C1CSC2(CCN(Cc3ccccc3)CC2)N1 (stereo unspecified) | 1% | 0% | x | 0 | -2% | -3%
6 | CN(c1ccccc1)S(=O)(=O)c1cccc(NC(=O)Cc2n[nH]c(=O)c3ccccc23)c1 | -4% | 0% | -8% | x | -4% | -1%
7 | COc1cc(OC)cc(C(=O)N[C@H](C(=O)OCC(N)=O)C(C)C)c1 | -2% | 0% | -3% | 1 | -1% | 0%
8 | COc1ccc(C(=O)Nc2ccc(N3CCN(C(=O)c4ccccc4C)CC3)cc2)cc1 | -1% | -9% | 7% | x | -18% | -8%
9 | CCC(=O)Nc1ccc(C(=O)CSc2nnc(-c3ccccc3F)n2CCc2ccccc2)cc1 | -1% | 1% | 2% | 0 | -3% | 1%
10 | COCCN(C(=O)CNC(=O)c1ccco1)C(C(=O)NC1CCCC1)c1ccc(OC)c(OC)c1 (stereo unspecified) | -1% | -3% | x | -2 | -1% | 4%

item | VP16 counter | RORg inh | Giardia killer | KCNH2 3.1 block | ELG1 genotoxic
1 | 1% | -17% | -19 | 2 | -2%
2 | 26% | -17% | x | x | 11%
3 | -22% | 7% | 11 | 5 | 6%
4 | 10% | 42% | -6 | -35 | 1%
5 | 6% | -15% | 10 | 13 | 4%
6 | x | x | -22 | 12 | 0%
7 | -3% | -1% | 7 | 18 | 0%
8 | -3% | 33% | 8 | -37 | -5%
9 | -28% | u | 2 | 5 | -1%
10 | -11% | 12% | 1 | 8 | 2%

One compound at a time, from the list above:
Entry for Nc1c(C(=O)c2ccco2)oc2ccccc12 = FLuc counter: u; NPC1 prom act: 15%; uPA generation: x; FBPA coupling cs: 1; Rab9 promoter act: 24%; Tb PFK block: -2%; VP16 counter: 26%; RORg inh: -17%; Giardia killer: x; KCNH2 3.1 block: x; ELG1 genotoxic: 11%
Entry for CCC(=O)Nc1ccc(C(=O)CSc2nnc(-c3ccccc3F)n2CCc2ccccc2)cc1 = FLuc counter: -1%; NPC1 prom act: 1%; uPA generation: 2%; FBPA coupling cs: 0; Rab9 promoter act: -3%; Tb PFK block: 1%; VP16 counter: -28%; RORg inh: u; Giardia killer: 2; KCNH2 3.1 block: 5; ELG1 genotoxic: -1%

New compounds follow
item | SMILES | FLuc counter | NPC1 prom act | uPA generation | FBPA coupling cs | Rab9 promoter act | Tb PFK block
11 | COc1ccc(OC)c(N=C(C)C2=C(O)COC2=O)c1 | 4% | -23% | -4% | -10 | -8% | -1%
12 | CCCCCNc1nc(-c2ccccc2)nc(-n2ccnc2)n1 | 3% | -5% | 2% | -1 | -1% | 5%
13 | OC[C@H]1O[C@H](OC[C@H]2O[C@H](OC[C@H]3O[C@H](O[C@]4(CO)O[C@H](CO)[C@@H](O)[C@@H]4O)[C@H](O)[C@@H](O)[C@@H]3O)[C@H](O)[C@@H](O)[C@H]2O)[C@H](O)[C@@H](O)[C@H]1O | 0% | -4% | 25% | x | 2% | 0%
14 | O=c1c2ccccc2c(-c2ccc(Cl)cc2)nn1-c1ccccc1 | -1% | -5% | 0% | -1 | 3% | 3%
15 | O=C(CN1C(=O)CSC1=O)Nc1ccccc1F | 1% | 0% | 0% | 2 | 7% | -5%
16 | CCOC(=O)[C@@H]1[C@H]2COc3cc(OC)ccc3[C@@H]2N2C(=O)N(c3ccc(C)cc3)C(=O)[C@@]12C | 6% | 3% | 10% | -1 | -1% | -1%
17 | COc1ccc(-n2c(SCC(=O)N3CCOCC3)nc3ccccc3c2=O)cc1 | 0% | 3% | 5% | x | 1% | 1%
18 | CCNS(=O)(=O)c1ccc(CCC(N)=O)cc1 | -1% | -2% | 1% | 0 | 1% | 0%
19 | CCN1C(C(=O)c2ccccc2)=C(Nc2ccccc2C)c2ccccc2S1(=O)=O | 6% | -1% | 9% | 4 | -3% | 1%
20 | CC(C)c1cc(CN2CCOCC2)cc(C(C)C)c1O | 7% | -5% | -3% | 3 | -1% | -2%

item | VP16 counter | RORg inh | Giardia killer | KCNH2 3.1 block | ELG1 genotoxic
11 | -3% | -34% | -1 | x | 8%
12 | -5% | u | -4 | -13 | 14%
13 | x | x | -2 | 12 | -4%
14 | u | -12% | -6 | -17 | -2%
15 | 2% | -5% | -3 | 3 | 2%
16 | 1% | 5µM* | -17 | 34 | 3%
17 | 5% | 2% | 3 | -4 | 6%
18 | 1% | -2% | 35[activator] | -16 | -4%
19 | -17% | 2% | -8 | -31 | -1%
20 | -15% | 5% | -13 | 0 | 2%

(continued)
item | SMILES | FLuc counter | NPC1 prom act | uPA generation | FBPA coupling cs | Rab9 promoter act | Tb PFK block
21 | O=C(CCCN1C(=O)/C(=C/c2cccs2)SC1=S)Nc1ccccn1 | 0% | -3% | -2% | 6 | 0% | 2%
22 | Cc1ccccc1NS(=O)(=O)c1ccc2c(c1)n(C)c(=O)n2C | -1% | -1% | -4% | 4 | -2% | 1%
23 | CC(Oc1ccc(F)cc1)C(=O)Nc1ccc(N2CCOCC2)cc1N1CCOCC1 (stereo unspecified) | -1% | -4% | 5% | x | 2% | 1%
24 | Cc1cccc(NC(=O)CSc2nc3ccccc3o2)c1 | u | 1.4µM* | 1% | 2 | 0.89µM* | -1%
25 | O=C(NCC1CCCO1)c1ccc(Br)s1 (stereo unspecified) | 1% | 3% | 4% | x | 4% | 5%
26 | CC(Oc1ccccc1)C(=O)N1CCN(c2ccc(N3CCOCC3)nn2)CC1 (stereo unspecified) | -1% | 1% | -19% | x | -1% | -5%
27 | O=C(CSC1=NNC(c2ccccn2)S1)Nc1ccc(C(F)(F)F)cc1 (stereo unspecified) | -1% | -3% | 5% | 1 | 0% | 1%
28 | O=C(CSc1ncccn1)NC(=O)NCc1ccco1 | 1% | -2% | -2% | 1 | -5% | -12%
29 | COc1ccccc1C(=O)Nc1nc2ccccc2s1 | 0.11µM* | 2.2µM* | u | -6 | u | -26%
30 | CCN(CC(=O)NCc1ccc(Cl)cc1)C(=O)CSCC(=O)Nc1ccc(C)cc1 | -1% | -4% | -2% | x | 1% | 1%

item | VP16 counter | RORg inh | Giardia killer | KCNH2 3.1 block | ELG1 genotoxic
21 | u | -30% | 16 | 11 | -12%
22 | 15% | 32% | 5 | 0 | 2%
23 | x | x | 1 | -1 | -2%
24 | 7% | 16% | 6 | 1 | 1.5µM*
25 | 22% | 22% | 0 | 23 | 7%
26 | x | x | -9 | -2 | 0%
27 | 5µM* | 3.2µM* | 25 | 7 | 3%
28 | 7% | -16% | -18 | 2 | 1%
29 | 1µM* | 0.63µM* | u | -18 | u
30 | x | x | 1 | -15 | 0%

New compounds follow.
item | SMILES | FLuc counter | NPC1 prom act | uPA generation | FBPA coupling cs | Rab9 promoter act | Tb PFK block
31 | CC1(C(=O)OCC(=O)NC(=O)NCc2ccccc2)CC1(Cl)Cl (stereo unspecified) | -4% | -1% | 2% | -6 | 11% | 3%
32 | CCCCSCCCNC(=O)c1ccc2c(c1)N(CC)C(=O)c1ccccc1S2=O (stereo unspecified) | 6% | -3% | 0% | 0 | 6% | 4%
33 | CC(C)CCN1CCN(Cc2ccoc2)CC1CCO (stereo unspecified) | 0% | -6% | 0% | 0 | -2% | -13%
34 | Cc1ccc(-n2cc(CN3CCNC(=O)CC3)c(-c3ccc(F)cc3)n2)cc1 | u | -5% | 1% | 0 | 0% | -3%

item | VP16 counter | RORg inh | Giardia killer | KCNH2 3.1 block | ELG1 genotoxic
31 | -10% | 2% | -1 | 1 | -3%
32 | -2% | u | -6 | 1 | -2%
33 | 7% | -9% | 2 | -23 | -1%
34 | 6% | 12% | -11 | 2 | -1%

Laid out differently: entries from further up.
[31] CC1(C(=O)OCC(=O)NC(=O)NCc2ccccc2)CC1(Cl)Cl (stereo unspecified)
  FLuc counter = -4%	NPC1 prom act = -1%	uPA generation = 2%	FBPA coupling cs = -6	Rab9 promoter act = 11%	Tb PFK block = 3%	VP16 counter = -10%	RORg inh = 2%	Giardia killer = -1	KCNH2 3.1 block = 1	ELG1 genotoxic = -3%
[32] CCCCSCCCNC(=O)c1ccc2c(c1)N(CC)C(=O)c1ccccc1S2=O (stereo unspecified)
  FLuc counter = 6%	NPC1 prom act = -3%	uPA generation = 0%	FBPA coupling cs = 0	Rab9 promoter act = 6%	Tb PFK block = 4%	VP16 counter = -2%	RORg inh = u	Giardia killer = -6	KCNH2 3.1 block = 1	ELG1 genotoxic = -2%
